Abs 340nm: absorbance at 340 nm; compound absorbance at 340 nm, fold over control; 65,000 tested, under 10 active; fold change at 10 µM;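 active = at 10 µM dose, initial 340 nm absorbance at least 2 fold that of control wells; inactive = change under 2 fold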;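 also: initial absorbance extrapolated from kinetic A340 decline of NADH oxidation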
Ecoli tolC: E. coli tolC mutant growth inhibition. E. coli BW25113 tolC mutant growth, OD615. actives 2.2% (n = 65,000). growth inhibition, % at 10 µM (by protocol). AID 573;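 active = growth inhibition at or above a cutoff equal to the mean over every tested compound plus 3 SD, cut at about 60% in these data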;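 also: growth measured after 20 h incubation at 37 °C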
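Material: E. coli BW25113 ΔtolC::kan, tolC deletion mutant strain. Measure: percent growth inhibition. Schedule: 37 °C, 20 h exposure. Doses: single-point testing at 10 µM. Signal: A615 absorbance measurement. Buffer or medium: kanamycin-containing LB broth (50 µg/mL).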
NADH enzymes: blocks coupling enzymes of NAD/NADH assays. coupled PK/LDH NADH assays, four targets. IC50, µM (series often up to 10 µM), for the others: at the highest dose inhibition. actives 0.02% (n = 65,000). AID 774;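 active = single-dose screening hits from any of four coupled enzyme assays that gave an IC50 when retested across doses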;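 also: the DPM-DC format reads NADH fluorescence rather than 340 nm absorbance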
ROCK2 blocker: ROCK2 (human) kinase inhibition | inhibition, % at 6 µM | actives 0.35% (n = 60,000) | AID 604 | purified ROCK2, Kinase-Glo ATP depletion luminescence | O75116;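 active = inhibition above the screen-wide mean inhibition plus 3 SD, cut at about 18% in these data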;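 also: plate controls were DMSO wells for no effect and Y-27632 control wells after no-enzyme background subtraction for full effect; many of its hits are not listed in these tables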
JNK3 blocker: JNK3 (human) kinase inhibition; actives 0.61% (n = 60,000); purified JNK3 kinase activity, HTS; P53779; inhibition, % at 8 µM; in the data active = inhibition above about 17%;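 also: 0% = DMSO and 100% = reference inhibitor; many of its hits are not listed in these tables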
Target sequence (P53779 whole entry, looked up): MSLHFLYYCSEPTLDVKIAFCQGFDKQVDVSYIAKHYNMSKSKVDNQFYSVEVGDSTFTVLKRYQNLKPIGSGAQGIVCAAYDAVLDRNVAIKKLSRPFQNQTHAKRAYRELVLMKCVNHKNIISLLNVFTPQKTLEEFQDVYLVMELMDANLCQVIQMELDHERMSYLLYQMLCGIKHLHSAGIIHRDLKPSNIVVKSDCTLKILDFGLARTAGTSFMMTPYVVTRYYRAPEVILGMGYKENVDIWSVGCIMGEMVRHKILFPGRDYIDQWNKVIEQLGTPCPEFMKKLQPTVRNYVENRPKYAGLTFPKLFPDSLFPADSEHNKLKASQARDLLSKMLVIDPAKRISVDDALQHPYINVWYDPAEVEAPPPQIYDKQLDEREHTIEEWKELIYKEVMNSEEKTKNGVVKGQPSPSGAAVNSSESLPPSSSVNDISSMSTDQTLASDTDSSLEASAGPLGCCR
MMP13 inh: MMP13 (human) collagenase inhibition | P45452 | MMP-13 fTHP FRET cleavage, Mca fluorescence | inhibition, % at 4 µM | actives 0.07% (n = 65,000);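 active = inhibition above the mean of compound-free control plate wells plus 3 SD, cut at about 14% in these data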;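 also: 0% = DMSO wells and 100% = wells with reference MMP-13 inhibitor after basal subtraction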
PKA inh: inhibitors of human protein kinase A; P17612; PKA Kemptide phosphorylation, Kinase-Glo ATP luminescence; inhibition, % at 6 µM; actives 0.1% (n = 65,000);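 active = inhibition above the screen-wide mean inhibition plus 3 SD, cut at about 21% in these data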; also: many of its hits are not listed in these tables
Autofluor 339: intrinsic fluorescence of library compounds, ex339/em460 – biochemical, MLSMR library, data from DPM-DC assay, artefact control, profiling panel | AID 709 | actives 5.5% (n = 65,000) | compound autofluorescence, ex339/em460 nm, NADH buffer; hits give high values; 1 = no-compound wells, NADH background | fluorescence fold increase at 10 µM;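 active = at 10 µM, mean starting fluorescence two-fold or more over control wells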;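 also: signal is the first read of a kinetic run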
HEK293 NFkB inh: lowers PMA/ionomycin-induced NF-kB signal in HEK293 cells; inhibition, % at 3 µM; actives 0.21% (n = 62,000); HEK-293 NF-kB luciferase reporter, luminescence; AID 465;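 active = inhibition above the mean of all tested compounds plus 3 SD, cut at about 40% in these data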;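 also: 0% = stimulated DMSO wells and 100% = 10 µM reference inhibitor 5653914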
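System – HEK-293 cells with stable firefly luciferase reporter driven by four HIV NF-kB elements · Doses – one dose, 3 µM · Schedule – 1 h compound pre-incubation, 16 h PMA/ionomycin at 37 °C · Technique – luminescence from luciferase substrate reagent · Measure – percent inhibition normalized per plate to DMSO and reference-inhibitor controls · Replicates – tested once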
An asterisk follows results filed as active; · = not tested or not shown; [ ] = dose if it differs, or a comment. A portion of the library, so the mix of outcomes need not match the whole.

#	SMILES	Abs 340nm	Ecoli tolC	NADH enzymes	ROCK2 blocker	JNK3 blocker	MMP13 inh	PKA inh	Autofluor 339	HEK293 NFkB inh
1	CC(Oc1cccc(Cl)c1)C(=O)Nc1cc(=O)n(C)c(=O)n1C (stereo unspecified)	1	6	0%	1	-3	-3	-4	1.1	12
2	Cc1nn(C)c(C)c1S(=O)(=O)N(CC(=O)NCc1cccs1)c1ccc(C(C)C)cc1	1	6	4%	8	1	-4	5	1.1	5
3	Oc1ccc(Br)cc1-c1cc(-c2ccccc2F)[nH]n1	0.99	16	2%	-10	-5	1	-1	1.1	·
4	O=C(NCc1ccccc1F)C1CCCN(C(=O)NC2CCCCC2)C1 (stereo unspecified)	1	6	3%	6	5	3	10	1.1	10
5	CC1=C(C(=O)OC(C)C)C(C)NC(=O)N1 (stereo unspecified)	1	-38	6%	5	1	0	13	1.1	22
6	O=C(CSc1nnc(Cn2c(=O)sc3ccccc32)n1-c1ccccc1)NCC1CCCO1 (stereo unspecified)	0.98	-1	1%	2	0	8	6	0.98	0
7	NC(=O)c1ccccc1N/C=C/C(=O)c1ccccc1	1.2	11	3%	-16	-2	-32	-6	1.3	-41
8	CCCOC(=O)c1ccc(NS(=O)(=O)c2cccs2)cc1	0.99	-10	9%	1	-4	-18	3	1	10
9	Cc1cc(C)c2c3c(sc2n1)C(=O)N(C)CC(=O)N3	1	-1	4%	0	4	0	2	1.1	11
10	Cc1cccc(N(CC(=O)N2CCCC2)S(=O)(=O)c2ccccc2)c1	0.97	5	7%	-4	-5	2	3	1.1	13

Looked up above:
Under ROCK2 blocker, #2 has the entry 8
Under Ecoli tolC, #10 has the entry 5

Continued:
#	SMILES	Abs 340nm	Ecoli tolC	NADH enzymes	ROCK2 blocker	JNK3 blocker	MMP13 inh	PKA inh	Autofluor 339	HEK293 NFkB inh
11	COc1ccc(CNC(=O)C2COc3ccccc3O2)c(OC)c1 (stereo unspecified)	0.99	7	6%	-4	-8	1	-6	1.1	8
12	O=C(CN1C(=O)C2C3C=CC(C3)C2C1=O)NCC1COc2ccccc2O1 (stereo unspecified)	0.98	-7	8%	8	4	-1	11	1	6
13	CCN1CCN(Cc2c(C)[nH]c3ccc(OC)cc3c2=O)CC1	0.99	·	4%	·	·	-9	0	0.93	18
14	CC1=C(C(N)=O)C(c2cccnc2)n2nc(-c3cccc(Cl)c3)nc2N1 (stereo unspecified)	0.98	1	3%	6	2	-13	10	1.1	14
15	O=C(O)C1C2C=CC(C2)C1C(=O)NC1CCN(Cc2ccccc2)CC1 (stereo unspecified)	1	-8	13%	4	-5	0	3	1.2	6
16	O=C(CN1CCN(C(=O)c2ccco2)CC1)Nc1ccc(Cl)c(C(F)(F)F)c1	1	10	5%	5	0	-2	5	1.1	3
17	Cc1cc(C)n(Cc2cccc(F)c2)c(=O)c1C#N	1.1	-4	3%	·	·	-4	4	1.3	14
18	O=C(CSc1nnc(-c2ccco2)n1Cc1ccccc1)NC(=O)NCc1ccco1	0.99	12	5%	6	-1	3	8	1	12
19	CC12CC(NC(=O)N1c1cccc(C(=O)N3CCN(c4ccccn4)CC3)c1)c1ccccc1O2 (stereo unspecified)	1	6	7%	·	·	2	8	1.1	18
20	CC(=O)NC(Cc1ccc(F)cc1)C(=O)O (stereo unspecified)	1	-20	4%	3	-4	3	2	1	10

(cont.)
#	SMILES	Abs 340nm	Ecoli tolC	NADH enzymes	ROCK2 blocker	JNK3 blocker	MMP13 inh	PKA inh	Autofluor 339	HEK293 NFkB inh
21	Fc1ccc(C2=Nn3c(Cc4ccccc4)nnc3SC2)cc1	0.99	3	3%	2	-5	-1	-1	1	-6
22	COc1ccc(S(=O)(=O)NCC(c2cccnc2)N2CCN(c3ccccc3)CC2)cc1C (stereo unspecified)	1	16	5%	·	·	4	-3	1.1	12
23	Cc1ccccc1-n1c(SCc2c(C)noc2C)nnc1-c1c[nH]c2ccccc12	1	-3	1%	1	-1	2	13	1.1	26
24	COc1ccc(C2C(=O)N(C3CCCCC3)CC(=O)N2CCc2ccccc2)cc1OC (stereo unspecified)	1	9	9%	·	·	5	7	1	8
25	O=C(NCc1ccco1)C1CCN(c2ccc(N3CCOCC3)nn2)CC1	0.99	-17	2%[fluoresces]	3	-3	-15	5	2.5*	-2
26	Nc1nonc1C(=Nc1ccccc1)NO	1	-2	4%	14	2	2	14	1.1	7
27	Cc1cccc(-n2c(N)cc(=O)nc2SCC(=O)Nc2ccccc2)c1	0.94	-10	4%	·	·	2	11	0.99	11
28	Cn1nc(-c2ccc(C(=O)Nc3cccnc3)cc2)c2ccccc2c1=O	1.1	7	0%	7	5	2	7	1.1	14
29	O=C(O)CCN1C(=O)CC2(CCCCC2)C1=O	1	-9	4%	-2	-4	1	1	1.1	13
30	Cc1cc(C)cc(NC(=O)CSc2nnc(Cc3cccn3C)n2-c2ccc(F)cc2)c1	1	6	3%	-1	1	0	-2	1.1	16

Following part.
#	SMILES	Abs 340nm	Ecoli tolC	NADH enzymes	ROCK2 blocker	JNK3 blocker	MMP13 inh	PKA inh	Autofluor 339	HEK293 NFkB inh
31	O=C(NC12CC3CC(CC(C3)C1)C2)N1CCN(c2ccccn2)CC1	1.1	9	4%	6	-6	-4	8	1.3	4
32	CCC(C)C(N)C(=O)NC(CCC(=O)OCc1ccccc1)C(N)=O (stereo unspecified)	1	-23	6%	2	0	-5	4	1.1	6
33	CC(=O)Nc1ccc(NC(C)=O)s1	1	-19	3%	0	-4	-5	-6	1.1	-8
34	CC(=O)C(C)Oc1ccc2c3c(c(=O)oc2c1)CCCCC3 (stereo unspecified)	1.2	16	5%[fluoresces]	1	6	-280[fluorescence artefact?]	3	3.7*	-24
35	Cc1ccccc1NC(=O)c1ccc(F)c(S(=O)(=O)N2CCN(c3ccccn3)CC2)c1	1	36	2%	1	-10	-4	7	1	14
36	Cc1ccc(C(=O)NCCCNCCCNC(=O)c2ccc(C)nc2)cn1	1	-15	1%	-3	2	-6	7	1.1	·
37	COc1ccc(NC(=O)CSc2nnc(-c3ccccc3C)n2C)cc1	0.96	-18	3%	3	0	0	1	1	16
38	CCCN(CCC)C(=O)CCS(=O)(=O)c1cccc2nsnc12	1	-9	3%	·	·	-1	-1	1.1	22
39	CCOC(=O)C1CCN(C(c2cc3ccc(C)cc3[nH]c2=O)c2nnnn2C2CCCCC2)CC1 (stereo unspecified)	1.1	29	13%	2	-2	-2	9	1.1	20
40	CCCC(=O)Nc1nnc(COC)s1	1	0	2%	3	-4	0	2	1.1	10

Fetched by compound from the list above:
#	SMILES	Abs 340nm	Ecoli tolC	NADH enzymes	ROCK2 blocker	JNK3 blocker	MMP13 inh	PKA inh	Autofluor 339	HEK293 NFkB inh
1	CC(Oc1cccc(Cl)c1)C(=O)Nc1cc(=O)n(C)c(=O)n1C (stereo unspecified)	1	6	0%	1	-3	-3	-4	1.1	12
16	O=C(CN1CCN(C(=O)c2ccco2)CC1)Nc1ccc(Cl)c(C(F)(F)F)c1	1	10	5%	5	0	-2	5	1.1	3

Remaining list, next part
#	SMILES	Abs 340nm	Ecoli tolC	NADH enzymes	ROCK2 blocker	JNK3 blocker	MMP13 inh	PKA inh	Autofluor 339	HEK293 NFkB inh
41	COc1ccccc1N1C(=O)CC(Nc2ccc(N3CCOCC3)cc2)C1=O (stereo unspecified)	1	-12	1%	7	-2	6	13	1.1	4
42	O=C(COc1ccc(F)cc1)NC1CC1	1	-19	15%	-1	2	-6	-2	1.3	2
43	COc1ccccc1-c1coc2c(CN3CCN(CCO)CC3)c(O)ccc2c1=O	1	-9	1%[fluoresces]	3	1	-176[fluorescence artefact?]	1	3*	-7
44	Cc1cccc(N2C(=O)CC(N(O)c3ccccc3)C2=O)c1 (stereo unspecified)	1	12	4%	0	1	2	6	1.1	0
45	Cc1c(C(=O)OC2CCCCC2)sc2nc[nH]c(=O)c12	1	32	7%	0	5	-5	2	1.5	14
46	COc1ccc(-c2cc(=O)oc3c(C)c(OCc4nn[nH]n4)ccc23)cc1	1.2	37	3%	4	6	4	6	1.7	19
47	N#CCc1nc(CSc2nc3ccccc3o2)cs1	1	4	6%	0	6	-2	7	1.1	4
48	N#Cc1nc(-c2ccco2)oc1NCCN1CCOCC1	1	-1	17%	2	1	-33	9	3*	21
49	O=C(c1cn(-c2ccccc2)nc1-c1ccc(Cl)s1)N1CCOCC1	1	45	1%	3	4	3	4	1.1	10
50	O=C(COC(=O)c1n[nH]c2ccccc12)NC(=O)NC1CCCCC1	0.96	2	10%	5	6	-8	4	1.1	2

(list continues)
#	SMILES	Abs 340nm	Ecoli tolC	NADH enzymes	ROCK2 blocker	JNK3 blocker	MMP13 inh	PKA inh	Autofluor 339	HEK293 NFkB inh
51	O=C(CCNC(=O)c1ccc(Br)o1)NCc1ccccn1	1	-18	13%	18	0	-4	4	0.76	14
52	COc1ccc2oc(=O)c(C(=O)O)cc2c1	1.1	-16	4%[fluoresces]	3	-11	-26	0	4*	2
53	COc1ccc(-c2nc3nc(C)c(Cc4ccccc4)c(=O)n3[nH]2)cc1	1	5	8%	6	0	-28	5	0.91	-4
54	Cc1cc(NS(=O)(=O)Cc2ccccc2)no1	0.99	-14	8%	1	-2	2	3	1	9
55	COc1ccc(CN2CCN(C(=O)CC(C)C)CC2)c2ccccc12	1	10	2%	0	-3	2	2	1.1	14
56	NC(=O)SCC(=O)Nc1ccc(Cl)c(Cl)c1	1	-8	4%	1	3	-16	3	0.98	-10
57	Cc1ccc(-c2csc3nc(C)n(-n4cccc4)c(=O)c23)o1	1.1	-16	9%	6	1	0	8	1.2	21
58	CC(=O)OCC(=O)[C@@]1(OC(C)=O)[C@@H](C)C[C@H]2[C@@H]3C[C@H](F)C4=CC(=O)C=C[C@]4(C)[C@@]3(F)[C@@H](O)C[C@@]21C	1	12	3%	-5	-6	6	-10	1	·
59	CNC(=O)CN1C(=O)CSc2ncccc21	1	-10	10%	-1	-2	6	-10	1.1	3
60	CCOC(=O)c1ccc2c(c1)C1C=CCC1C(C(=O)O)N2 (stereo unspecified)	1.1	1	8%	8	-1	3	10	1.1	5
61	COc1cc2c(cc1OC)-c1nnnn1C(C)(C)C2	1.1	-11	7%	7	3	2	10	1.1	7
62	Cc1ccc(C(C(=O)NC2CCCCC2)N2CCCC2)cc1 (stereo unspecified)	1	-3	4%	·	·	2	2	1.1	11
63	O=C(Cn1c(-c2ccccn2)nc2ccccc21)NCCN1CCOCC1	1	-14	5%	0	3	-23	-2	1.4	8

From PubChem
